CHO parental Ca = counter-screen for OX1R antagonists: effect in parental CHO cells; parental CHO-K1, ATP-induced calcium, Fluo-8 fluorescence; inhibition, % at 5.6 µM; 0.63% of 330,000 active; AID 463079;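 active = inhibition above that plate's mean sample inhibition plus 3 SD, cut at about 26% in these data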;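 also: 0% = ATP-challenged DMSO wells and 100% = DMSO wells without ATP; some compounds past the cut are filed as inactive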
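Test system: untransfected parental CHO cell line; also added: ATP stimulus; dosing: 5.6 µM, single dose; signal: calcium-sensitive Fluo-8 fluorescence; measure: percent inhibition of ATP-evoked calcium rise, normalized to controls; benchmarks: low control ATP plus DMSO, high control DMSO only; replication: one well per compound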
TAAR1 ag = human TAAR1 agonism; activation, % at 3 µM; Q96RJ0; 0.99% of 360,000 active; CHO RD-HGA16 TAAR1, Fluo-8 calcium fluorescence; vehicle wells 0%, saturating PEA agonist 100%;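 active = activation above the mean activation of all test compounds in the run plus 3 SD, cut at about 38% in these data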
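System: CHO RD-HGA16 cells carrying human TAAR1 plus Gα16; Incubation: 17-24 h seeding, 75 min 37 °C dye, 30 min RT; Measured by: Fluo-8 fluorescence, 5 s baseline then 140 s kinetic read; Control set: DMSO and PEA EC100; Replication: single well for each compound.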
M1 ag = activates human CHRM1 receptor | P11229 | CHO-K1 hM1, Fluo-8 calcium fluorescence, agonist mode; 0% DMSO, 100% acetylcholine EC100 | activation, % at 3 µM | 0.33% of 360,000 active;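 active = activation above the run's mean compound activation plus 3 SD, cut at about 16% in these data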;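 also: peak over basal fluorescence ratio within a 140 s kinetic read after compound addition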
Target sequence (P11229 whole entry, looked up): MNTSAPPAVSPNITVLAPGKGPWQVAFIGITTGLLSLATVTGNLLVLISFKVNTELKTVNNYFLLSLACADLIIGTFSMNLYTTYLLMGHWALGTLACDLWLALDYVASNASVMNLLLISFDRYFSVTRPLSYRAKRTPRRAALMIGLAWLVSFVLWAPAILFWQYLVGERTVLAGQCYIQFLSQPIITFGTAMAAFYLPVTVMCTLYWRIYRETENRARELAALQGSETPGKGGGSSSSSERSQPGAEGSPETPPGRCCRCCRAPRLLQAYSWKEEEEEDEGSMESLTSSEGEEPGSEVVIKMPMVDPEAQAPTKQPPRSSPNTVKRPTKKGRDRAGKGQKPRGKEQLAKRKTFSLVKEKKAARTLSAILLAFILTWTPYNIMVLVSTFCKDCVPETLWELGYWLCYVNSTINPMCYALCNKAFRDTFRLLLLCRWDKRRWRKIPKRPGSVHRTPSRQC
CHO-K1 Ca antag = M1 antagonist counterscreen hit in parental CHO-K1 cells; ATP-induced calcium, Fluo-8 fluorescence; inhibition, % at 3 µM; 0.6% of 360,000 active; AID 602250;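 active = inhibition above a per-plate cutoff, the plate's mean sample inhibition plus 3 SD, cut at about 24% in these data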;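 also: 0% = DMSO plus EC80 ATP and 100% = DMSO alone without ATP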
M1 PAM parental = counter-screen for M1 PAMs: effect in parental CHO-K1 cells | activation, % at 3 µM | ATP EC20, Fluo-8 calcium fluorescence; 0% at ATP EC20, 100% at ATP max | 0.02% of 360,000 active;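 active = activation above the run cutoff, the mean activation of all test compounds plus 3 SD, cut at about 40% in these data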;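 also: peak over basal fluorescence ratio in a 140 s read after ATP addition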
V1aR counter = V1a receptor agonism, counter-screen for OXTR agonists; CHO-V1R cells, Fluo-8 calcium fluorescence, agonist mode; 0% DMSO, 100% 3 nM vasopressin; P37288; 0.25% of 320,000 active; activation, % at 3 µM;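 active = activation above the mean activation of all tested compounds plus 3 SD, per screening run, cut at about 20% in these data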;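 also: signal is peak over basal fluorescence ratio across a 100 second FLIPR read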
Target sequence (P37288 whole entry, looked up): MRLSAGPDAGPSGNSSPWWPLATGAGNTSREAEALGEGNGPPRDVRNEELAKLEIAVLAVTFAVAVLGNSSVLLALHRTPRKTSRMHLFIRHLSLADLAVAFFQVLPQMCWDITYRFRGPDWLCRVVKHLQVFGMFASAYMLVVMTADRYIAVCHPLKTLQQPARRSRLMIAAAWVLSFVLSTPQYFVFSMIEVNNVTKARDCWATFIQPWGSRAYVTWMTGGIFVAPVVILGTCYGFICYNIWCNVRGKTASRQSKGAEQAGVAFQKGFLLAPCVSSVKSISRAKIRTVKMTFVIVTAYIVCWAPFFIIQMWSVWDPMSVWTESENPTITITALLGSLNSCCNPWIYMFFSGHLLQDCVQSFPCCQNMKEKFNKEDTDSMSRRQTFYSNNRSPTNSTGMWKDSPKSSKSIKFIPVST
TAAR1 antagonist = antagonists of human TAAR1. Q96RJ0. CHO RD-HGA16 TAAR1, Fluo-8 calcium fluorescence, antagonist. inhibition, % at 3 µM. 1.5% of 360,000 active. AID 624466;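 active = inhibition above a per-plate cutoff, the mean inhibition of test compounds on that plate plus 3 SD, cut at about 49% in these data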;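 also: 0% = DMSO plus EC80 beta-PEA response and 100% = DMSO alone without agonist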
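Test system – hTAAR1-expressing CHO RD-HGA16 cells, Gα16-coupled · Also added – β-PEA at EC80 concentration, post-compound challenge · Compound – 3 µM, single point · Incubation – dye loading 75 min at 37 °C, then 30 min room temperature · Measured by – Fluo-8 intracellular calcium dye fluorescence, real-time kinetic reads · Benchmarks – vehicle and agonist controls · Replicates – singlicate, one well per test compound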
OXTR potentiate = human OXTR potentiation; P30559; CHO-OTR cells, Fluo-8 calcium fluorescence, potentiator mode; 0% = oxytocin EC15, 100% = EC100; activation, % at 3 µM; 0.061% of 320,000 active; AID 2445;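 active = activation above that plate's cutoff, the mean activation of tested compounds plus 3 SD, cut at about 6.6% in these data, passing the limit was not always enough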;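 also: 100% uses oxytocin at 75 nM as the full agonist control; some results filed as inactive read as strong as hits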
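System: human OTR in CHO cells; Also added: sub-maximal oxytocin, roughly EC15; Timing: compound 6 min at room temperature before oxytocin, 100 s read; Technique: Fluo-8 intracellular calcium fluorescence, ex 470-495, em 515-575 nm; Controls: oxytocin EC15 low and EC100 high; Replication: singlicate.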
M1 ag parental = counter-screen for M1 agonists: effect in parental CHO-K1 cells. activation, % at 3 µM. Fluo-8 calcium fluorescence; scaled to maximal ATP response, vehicle zero. AID 602248. 0.48% of 360,000 active; in the data active = activation above about 15%;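 also: untransfected CHO-K1 host cells lacking M1 receptor as counterscreen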
* hit, by the source's call; nt = no result given. Hits appear at their usual frequency, and some 3.3% of all compounds hit somewhere here.

SMILES	CHO parental Ca	TAAR1 ag	M1 ag	CHO-K1 Ca antag	M1 PAM parental	V1aR counter	TAAR1 antagonist	OXTR potentiate	M1 ag parental
O=C(c1ccccc1)N1CCN(C(=S)NCc2ccc3c(c2)OCO3)CC1	-6	5	-4	-16	26	2.7	13	-10	4.1
COc1ccc(NC(=O)C2CCN(C(=O)Cc3ccccc3)CC2)cc1OC	-7	1	1	-12	-6	0.3	-17	-5	2.2
COc1ccc(CCNC(=O)c2ccc3c(c2)SC2=NS(=O)(=O)CCN23)cc1	-1	1	-4	-21	15	0.7	-1	-3	2.0
Cc1ccc(-c2csc(/C(C#N)=C(\O)CN3CCN(C(=O)c4ccco4)CC3)n2)cc1	-21	-2	0	-11	20	1.5	14	-10	-0.1
CCCNC(=O)CN(CCc1ccccc1)S(C)(=O)=O	5	11	-5	-14	19	-0.2	-6	0	0.7
O=c1oc2ccccc2c(Nc2ccc3ncccc3c2)c1[N+](=O)[O-]	-18	4	-9	-1	4	1.3	8	-2	1.4
CCN(C(=O)CSc1nnc(-c2cccs2)o1)C1CCS(=O)(=O)C1 (configuration not stated)	-6	4	-2	-9	21	-0.8	-25	-14	0.1
O=S(=O)(/C=C/c1ccccc1)N1CCc2ccccc2C1	-15	-3	-2	-11	24	-0.9	10	-9	2.8
C[C@@H]1CNC(=O)c2c(C(=O)NC3CCN(C(=O)OC(C)(C)C)CC3)ncn21	nt	0	-2	19	4	nt	-18	nt	0.6
COc1ccc(NS(=O)(=O)c2cccc(C(=O)NNC(=O)CNC(=O)c3ccco3)c2)cc1	10	1	-2	1	-8	1.3	-14	-3	1.5
O=C(CN1C(=O)NC2(CCCCCC2)C1=O)NC1CC1	6	1	-1	-6	-7	0.2	7	-1	0.2
CC(C)C[C@@H](CN1CCC[C@@H]1CN1C(=S)NC[C@@H]1Cc1ccccc1)N1C[C@H](Cc2ccc(O)cc2)N(CC2CCCCCC2)C1=S	nt	7	-2	-2	8	nt	-58	nt	0.1
CN(C)S(=O)(=O)N1CCC(n2nccc2NC(=O)CCCc2ccccc2)CC1	-7	2	-3	-10	-13	-0.8	-8	-2	0.5
CCN(CC)S(=O)(=O)c1cccc(-c2nnc(SC(C)C(N)=O)n2CCc2ccccc2)c1 (configuration not stated)	4	9	-3	-4	6	0.1	-7	-9	2.6
CC(C)Cc1nnc(NC(=O)CCC(=O)N2CCOCC2)s1	0	8	-4	-2	8	1.3	-26	1	0.7
COc1cccc(N2C(=O)CC(N3CCN(S(=O)(=O)c4ccccc4[N+](=O)[O-])CC3)C2=O)c1 (configuration not stated)	nt	10	-5	-24	25	nt	-2	nt	0.7
Cc1onc(-c2ccccc2Cl)c1C(=O)N[C@@H](C)c1ccccc1	-9	1	-4	-3	8	-0.2	-23	1	0.1
CCN(CC)C(=O)c1ccccc1NC(=O)CN1C(=O)c2ccccc2S1(=O)=O	-14	0	-2	7	-2	-0.5	-3	-6	-0.1
Cc1nc(C)c(C(=O)NNS(=O)(=O)c2ccc([N+](=O)[O-])cc2)s1	4	5	-6	8	-3	0.6	-2	-2	0.1
COCCNC(=O)CN(C(=O)Cn1nnc2ccccc21)c1cc(C)cc(C)c1	-16	8	-4	-16	5	0.3	5	-9	1.2
O=S(=O)(NCc1csc(-c2cccs2)n1)c1cccs1	-11	2	-2	-1	-9	0.8	-1	1	4.3
Cc1ccc2c(c1)C(=O)C(=O)N2Cc1ccccc1	-9	5	-5	9	10	-0.9	25	-4	3.6
C[C@H]1CN([C@@H](C)CO)C(=O)CCCn2cc(nn2)CO[C@@H]1CN(C)S(=O)(=O)c1cccc(F)c1	nt	4	-10	7	-8	nt	-17	nt	0.1
CN(C)S(=O)(=O)c1ccc(N2CCCC2)c(C(=O)N2CCN(S(=O)(=O)c3ccccc3F)CC2)c1	-25	2	-5	-7	19	0.0	16	-2	1.6
CC1=NN(C(=O)c2ccc(Br)cc2)C(O)(C(F)(F)OC(F)(F)F)C1 (configuration not stated)	-2	10	-3	-19	27	-1.2	10	-10	0.3
COCCNc1nc(Nc2ccc(C)cc2C)c2sccc2n1	nt	0	2	-6	16	nt	-2	nt	6.0
C[C@@H]1CCC[C@H](C)N1NC(=O)c1ccc(Cl)c(S(N)(=O)=O)c1	-9	2	-1	-2	11	-0.2	-17	-7	0.3
CCC(C)C(NC(=O)C1CCC(C)CC1)C(=O)NC(CCSC)C(=O)OC (configuration not stated)	-13	5	0	8	-3	-1.3	0	-14	0.0
O=S(=O)(c1ccc(F)cc1)N1CCc2ccccc21	-7	-2	-6	-23	12	-0.6	-14	0	0.9
O=C(CSc1cn(Cc2ccccc2)c2ccccc12)NCc1ccc(F)cc1	-19	1	0	-8	12	1.2	45	-6	0.7
CCOC(=O)NC(NCc1cccc(C(F)(F)F)c1)(C(F)(F)F)C(F)(F)F	-2	0	-1	16	-10	0.2	-7	-10	-0.1
Cc1ccc(C)c(S(=O)(=O)/N=C2\C=C(NS(=O)(=O)c3ccccc3)C(=O)c3ccccc32)c1	-16	-2	-2	-11	-1	3.4	16	-6	-0.1
CCOC(=O)c1ccc(CC2SC(N)=NC2=O)cc1 (configuration not stated)	-1	-1	-4	16	5	-0.3	2	-11	9.4
CN1CCC(OC(=O)c2ccc(Br)cc2)CC1	-8	15	-6	-3	13	0.7	-2	-5	0.5
CN(CCOc1ccccc1)CC(=O)Nc1cc([N+](=O)[O-])ccc1Cl	-4	-3	-7	-16	6	0.2	14	-4	3.1
COc1ccc(NC(=O)Nc2cccc3c2O[C@H](CN(C)S(=O)(=O)c2cn(C)cn2)[C@@H](C)CN([C@H](C)CO)C3=O)cc1	3	7	-4	-5	6	0.8	-8	6	0.1
O=C(Cn1ccc2ccccc2c1=O)NCCC(=O)N1CCN(c2cccc(Cl)c2)CC1	-26	6	-2	-18	21	8.4	6	-19	3.6
COc1cccc(OC)c1C(=O)OCC(=O)NCC(C)C	-13	3	0	-13	21	0.8	-18	-9	4.7
CCc1nnc(NS(=O)(=O)c2ccc(N/C=C\C(=O)c3ccc4ccccc4c3)cc2)s1	4	4	-6	0	12	0.1	29	-14	-0.3
C/C(=C\C1CCCCC1)C(NC(=O)c1ccc(C(F)(F)F)cc1)c1ccc(-c2ccccc2)cc1 (configuration not stated)	-6	7	-1	-3	-2	0.7	-17	-8	0.6
O=C(Nc1ccc(C(=O)N2CCOCC2)cc1)C1CCCC1	nt	1	-2	-14	11	nt	8	nt	2.1
C=CCn1c(CSc2nc3ccccc3s2)nnc1SCC(=O)NCc1ccccc1	-36	6	-2	-12	-9	3.9	-6	-13	3.7
C[C@H](CO)N1C[C@H](C)[C@@H](CN(C)Cc2ccc(Oc3ccccc3)cc2)Oc2ccc(NC(=O)Cn3cnnn3)cc2C1=O	-20	0	-9	-10	15	0.6	20	1	0.5
COc1ccccc1NS(=O)(=O)c1cccc2cccnc12	-9	3	1	2	1	-0.1	-9	1	0.7
COc1ccccc1CC(=O)Nc1ccc(C(=O)N2CCCCC2)cc1	5	4	-3	-9	15	1.2	-8	3	2.2

Four entries already listed, arranged by heavy-atom count, ascending:
SMILES	CHO parental Ca	TAAR1 ag	M1 ag	CHO-K1 Ca antag	M1 PAM parental	V1aR counter	TAAR1 antagonist	OXTR potentiate	M1 ag parental
COc1cccc(OC)c1C(=O)OCC(=O)NCC(C)C	-13	3	0	-13	21	0.8	-18	-9	4.7
O=C(c1ccccc1)N1CCN(C(=S)NCc2ccc3c(c2)OCO3)CC1	-6	5	-4	-16	26	2.7	13	-10	4.1
COc1cccc(N2C(=O)CC(N3CCN(S(=O)(=O)c4ccccc4[N+](=O)[O-])CC3)C2=O)c1 (configuration not stated)	nt	10	-5	-24	25	nt	-2	nt	0.7
C/C(=C\C1CCCCC1)C(NC(=O)c1ccc(C(F)(F)F)cc1)c1ccc(-c2ccccc2)cc1 (configuration not stated)	-6	7	-1	-3	-2	0.7	-17	-8	0.6

Next part:
SMILES	CHO parental Ca	TAAR1 ag	M1 ag	CHO-K1 Ca antag	M1 PAM parental	V1aR counter	TAAR1 antagonist	OXTR potentiate	M1 ag parental
O=S(=O)(c1cccs1)N1CCN(Cc2ccccc2)CC1	-4	-2	-6	10	-4	-1.4	11	0	0.1
CC1=C(C(=O)OC(C)C)C(/C=C/c2ccccc2)NC(=O)N1 (configuration not stated)	-11	2	-4	6	-2	-0.5	-8	-14	0.4
O=C(CN1C(=O)S/C(=C\C=C\c2ccccc2)C1=O)N1CCCCC1	-10	nt	-1	-5	14	0.8	nt	-2	2.0
COc1cc2[nH]c(=S)nc(NCc3ccccc3)c2cc1OC	-3	8	-4	-7	-1	0.6	-19	-5	4.5
COc1ccccc1C1CCN(C(=O)c2ccco2)CC1	-6	-1	-4	-9	20	-1.3	-3	1	0.8
COc1ccccc1-c1nnc2n1N=C(C)CS2	4	9	-5	0	0	0.2	9	-5	-0.1
COc1cc(OC)c(OC)cc1/C=N/NC(=S)NCC1CCCO1 (configuration not stated)	-23	14	-3	4	16	1.7	12	0	3.2
Cc1ccc(-c2noc(CN(C)C(=O)Nc3ccc(F)cc3)n2)cc1	4	1	-5	18	-6	4.8	3	-8	2.1
CC(C)CNCC1OCc2ccccc2CO1	-10	6	-6	-2	12	1.7	-11	-3	0.1
CCN(CC(=O)NC(C)C)C(=O)C(CCSC)NC(=O)c1ccccc1OC (configuration not stated)	-8	3	-1	4	-15	-1.0	0	6	-0.6
CN(Cc1ccccc1)C(=O)c1ccc(NC(=O)Cc2ccc(NC(=O)C3CCN(C(=O)c4ccccc4)CC3)cc2)cc1	nt	0	-4	-8	7	nt	-12	nt	0.5
COCCn1c(/C=C/c2ccccc2)nc2ccccc21	-13	0	-6	-7	-11	-1.1	-10	-5	0.8
O=C(CCl)NCc1cc(-c2ccc(Cl)cc2)no1	-2	6	-3	-12	10	0.3	-9	-10	2.2
CC(C)NC(=O)Cn1cnc2c1c(=O)n(C)c(=O)n2C	5	2	-3	2	1	0.7	2	0	0.1
O=C(OCN1C(=O)c2ccccc2C1=O)/C(=C\c1ccco1)NC(=O)c1ccccc1	-14	2	-5	-1	11	-0.7	18	-12	1.4
CC1(c2ccc(OC(F)F)cc2)NC(=O)N(CC(=O)Nc2cccc(F)c2)C1=O (configuration not stated)	53*	138*	45*	44*	-22	31*	98*	-16	32*
Cc1ccc2c(CN(C)Cc3cccc(F)c3)cc(=O)oc2c1C	-20	1	-2	-13	11	-0.1	23	-11	-0.1
O=C(N/N=C/c1ccc(O)cc1)c1cc(-c2ccc3c(c2)OCO3)n[nH]1	-15	-1	-5	-9	18	-0.1	15	-9	1.1
COc1ccccc1C(=O)C1CCCN(C(=O)C2CCCC2)C1 (configuration not stated)	-17	0	-2	2	-20	0.2	-17	-2	0.7
